High-throughput results deposited in PubChem BioAssay by several laboratories.
proCasp7 act – counter-screen: procaspase-7 (human) activation | P55210 | recombinant procaspase-7, Ac-DEVD-pNA absorbance 405 nm; D23A/D198A/D206A triple mutant, cannot self-cleave; scale: DMSO 0, 5 µM enzyme 100 | activation, % at 8.5 µM | 0.093% of 330,000 active;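 active = percent activation above the screen-wide mean plus 3 SD, cut at about 25% in these data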
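Assay system: Uncleavable procaspase-7 mutant enzyme | Input: 2 µM procaspase-7 mutant as dispensed | Timing: 1 h compound preincubation, 2 h substrate cleavage, 25 °C | Repeats: One well per compound | Control set: DMSO wells as 0%, DMSO with 5 µM added PC-7 as 100% | Technique: Epi-absorbance of released pNA at 405 nm, two timepoints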
GRK2 aptamer HTS – inhibitors of human GRK2 displacing RNA aptamer | P25098 | inhibition of aptamer binding, % at 10 µM | 0.59% of 330,000 active | bead flow cytometry, FAM-aptamer displacement from GRK2;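 active = inhibition of aptamer binding above 40%, roughly 3 SD of noise, on plates passing a quality check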;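 note: median bead fluorescence of bound FAM aptamer so fluorescent compounds give negative values; no value below 0 was filed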
core dimer inh – HCV core protein dimerization inhibition; AID 1899; TR-FRET GST/Flag-core106 dimerization, 1536-well; inhibition, % at 5 µM; 0.33% of 300,000 active;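 active = inhibition above the mean of all tested compounds plus 3 SD, set per screening campaign, cut at about 45% in these data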
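System: GST-tagged and Flag-tagged HCV core protein residues 1-106 / Input: core106 proteins, GST 13.5 nM and Flag 17 nM / Buffer or medium: KF-containing HEPES buffer, pH 7.45, DTT, CHAPS, BSA / Probe or stimulus: Eu-anti-GST and XL665-anti-Flag labelled anti-tag antibodies / Schedule: 4 h, 22.5 °C incubation / Technique: TR-FRET 671 and 617 nm emission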
GASC-1 inh – blocks human GASC-1 demethylase activity; AID 2099; 0.069% of 330,000 active; GST-JMJD2C(1-420) H3K9me3 demethylation, DELFIA europium; Q9H3R0; inhibition, % at 2.35 µM;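 active = more than half of a compound's replicate wells show inhibition beyond 50%, single wells judged on their own value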;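 note: signal counts dimethyl H3K9 product captured on neutravidin plate; 0% = median of DMSO wells and 100% = 0.3 times that DMSO median; strong numbers were not always called active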
Target sequence (Q9H3R0 1-420 limits assumed): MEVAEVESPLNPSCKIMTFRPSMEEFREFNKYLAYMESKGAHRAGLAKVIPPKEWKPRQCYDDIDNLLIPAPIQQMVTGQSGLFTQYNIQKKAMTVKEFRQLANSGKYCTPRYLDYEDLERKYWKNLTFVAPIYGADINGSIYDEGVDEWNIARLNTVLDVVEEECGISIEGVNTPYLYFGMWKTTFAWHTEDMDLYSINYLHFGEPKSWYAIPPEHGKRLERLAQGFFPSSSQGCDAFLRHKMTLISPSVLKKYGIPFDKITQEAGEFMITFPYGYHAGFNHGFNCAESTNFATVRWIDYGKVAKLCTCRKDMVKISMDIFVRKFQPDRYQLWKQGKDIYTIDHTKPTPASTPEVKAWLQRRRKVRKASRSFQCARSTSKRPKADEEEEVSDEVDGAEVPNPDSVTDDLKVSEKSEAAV
PP5 inh – inhibitors of human protein phosphatase 5 (PP5). P53041. purified PP5c, OMFP substrate fluorescence. inhibition, % at 6.7 µM. 0.18% of 320,000 active. AID 1987;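 active = inhibition above the campaign's mean inhibition across all tested compounds plus 3 SD, cut at about 9.5% in these data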;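 note: 0% = DMSO only and 100% = 100 µM cantharidin control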
Target sequence (P53041 whole entry, looked up): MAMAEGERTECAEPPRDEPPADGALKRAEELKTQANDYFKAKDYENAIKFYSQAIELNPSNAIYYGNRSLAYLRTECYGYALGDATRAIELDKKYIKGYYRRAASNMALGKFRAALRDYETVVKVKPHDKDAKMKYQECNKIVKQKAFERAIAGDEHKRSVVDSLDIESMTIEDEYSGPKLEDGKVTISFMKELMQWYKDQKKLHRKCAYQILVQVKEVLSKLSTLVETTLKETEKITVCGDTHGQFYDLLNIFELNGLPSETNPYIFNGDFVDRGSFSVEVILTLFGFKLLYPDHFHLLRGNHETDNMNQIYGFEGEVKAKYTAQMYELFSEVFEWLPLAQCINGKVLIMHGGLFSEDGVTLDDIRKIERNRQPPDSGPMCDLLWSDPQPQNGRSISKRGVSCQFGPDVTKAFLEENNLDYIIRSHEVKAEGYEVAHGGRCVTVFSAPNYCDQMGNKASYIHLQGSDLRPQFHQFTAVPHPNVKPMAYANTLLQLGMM
VLA-4 inh – inhibition in a human VLA-4 binding assay. AID 2557. 0.2% of 330,000 active. VLA-4 expressing cells, ligand binding flow cytometry. inhibition, % (about 7 µM as worked out from the volumes in the protocol); in the data active = inhibition above about 50%
PP1 counter – counter-screen for PP5 inhibitors: inhibitors of human PP1-alpha; P62136; purified PP1alpha, OMFP fluorescence; inhibition, % at 6.7 µM; 0.9% of 320,000 active; AID 2235;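 active = inhibition above the mean inhibition of all tested compounds plus 3 SD, computed separately for each screening campaign, cut at about 15% in these data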
CTSL1 counter – blocks F. hepatica cathepsin L1 in PFM18AAP counter-screen | 0.49% of 300,000 active | AID 1906 | recombinant F. hepatica cathepsin L1, Z-Leu-Arg-MCA fluorescence | inhibition, % at 5.96 µM;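 active = inhibition above the mean of all tested compounds plus 3 SD, set per screening campaign, cut at about 17% in these data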;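 note: 0% = plate median of test compound wells and 100% = 1 µM Z-Phe-Ala-diazomethylketone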
proCasp3 act – activates human procaspase-3. P42574. 0.11% of 330,000 active. activation, % at 8.5 µM. recombinant procaspase-3 D3A, Ac-DEVD-pNA absorbance 405 nm;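 active = activation above the mean of all tested compounds plus 3 SD, cut at about 21% in these data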;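 note: 0% = DMSO alone and 100% = DMSO wells spiked with extra 5 µM PC-3 D3A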
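material = Procaspase-3 D3A mutant | probe or stimulus = Ac-DEVD-pNA | compound = single dose, 8.5 µM nominal compound, 0.8% DMSO | timing = 1 h preincubation, 2 h reaction | measured by = 405 nm absorbance of p-nitroaniline, reads at 0 and 120 min | benchmarks = DMSO-only low control, 5 µM PC-3 D3A high control | repeats = singlicate, each compound tested once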
An asterisk follows results filed as active; . = not tested or not shown.

SMILES | proCasp7 act | GRK2 aptamer HTS | core dimer inh | GASC-1 inh | PP5 inh | VLA-4 inh | PP1 counter | CTSL1 counter | proCasp3 act
COc1ccc(Cc2nnc(SCC(=O)Nc3ccc(C)cc3)n(N)c2=O)cc1 | -0.1 | 0.0 | -1.8 | 2.3 | 1.0 | -0.9 | -4.2 | 0.3 | -7.9
Cc1cc2c(cc1S(=O)(=O)Nc1ccc(F)cc1)n(C)c(=O)c(=O)n2C | 6.0 | 0.0 | -3.8 | 3.3 | 1.9 | 9.9 | -1.7 | 0.4 | 3.0
O=C1CC(c2ccco2)CC(O)=C1C=NCCN1CCN(C(=S)Nc2ccccc2)CC1 (configuration not stated) | 1.2 | 1.0 | -0.3 | 20.4 | -0.8 | 25.4 | -3.9 | -1.9 | -5.9
CC(=O)C1=C(O)C(=O)N(Cc2ccco2)C1c1cccc(F)c1 (configuration not stated) | -21.8 | 0.0 | 6.0 | 4.8 | -4.3 | 4.8 | 0.8 | -10.1 | -20.0
CCCc1cc(=O)oc2cc(OCC(=O)NCCCn3ccnc3)ccc12 | 4.8 | 1.0 | -15.1 | 7.3 | 0.3 | 2.3 | -9.7 | 6.9 | -2.6
CCOc1ccc2ccccc2c1CNc1nnnn1C | -1.5 | 1.0 | -7.3 | -1.7 | 0.3 | -1.3 | -2.1 | 1.2 | 4.7
CCN(C[C@H]1N[C@@](CC)(C(=O)OC)[C@H]2C(=O)N(Cc3ccccc3)C(=O)[C@@H]12)C(=O)Nc1ccc(C(F)(F)F)cc1 | -0.8 | 0.0 | . | 3.7 | . | 44.3 | . | . | -4.1
CCCSc1nc(N2CCCC2)c2c(c1C#N)CC(C)(C)OC2 | 4.0 | 0.0 | 11.7 | 20.7 | 1.4 | 5.9 | 0.5 | 5.1 | 2.2
CC1(C)Oc2ccc(C(=O)Nc3ccccc3)cc2N(CC#N)C1=O | 2.7 | 1.0 | 2.5 | 7.8 | 1.3 | -10.1 | -0.4 | 8.9 | 1.6
Cc1c(-n2cc(C(=O)O)c(=O)c3cc(F)c(N4CCCC4)c(F)c32)c(=O)n(-c2ccccc2)n1C | 7.2 | 27.0 | -2.6 | 24.5 | 3.1 | 0.2 | 0.6 | -2.0 | 12.5
COc1ccc(OC)c(-c2csc(NC(=O)CSc3ccccc3)n2)c1 | 11.9 | 1.0 | 16.0 | -0.3 | 1.5 | 16.7 | -1.0 | -1.4 | -2.5
CCN(CC)c1ccc(C(=O)N2CCN(Cc3ccccc3)CC2)cc1 | -11.4 | 1.0 | -1.4 | 3.9 | 2.0 | 3.7 | -1.8 | 1.0 | 3.3
COc1cccc(NC(=O)CSc2ccc(-c3ccco3)nn2)c1 | 5.9 | 2.0 | 5.6 | 5.1 | -3.0 | 8.1 | -4.2 | -0.2 | -8.0
COc1ccccc1NC(=O)CCc1nnc2ccc(N3CCN(C)CC3)nn12 | 2.2 | 0.0 | 0.5 | -19.9 | -3.2 | 10.6 | -2.0 | -6.9 | -3.4
Cc1c(Cl)ccc(S(=O)(=O)N2CCN=C2c2ccccc2)c1Cl | -3.6 | 2.0 | 5.0 | -1.3 | 1.3 | -5.8 | -2.2 | -3.4 | -1.1
O=S(=O)(c1ccc(F)cc1)N1CCN(c2ccc(F)cc2)CC1 | -3.8 | 15.0 | -1.9 | 3.6 | 1.8 | -4.4 | -0.4 | -3.2 | -5.2
O=C(NC(=S)NC1CCS(=O)(=O)C1)c1ccccc1Br (configuration not stated) | 4.6 | 0.0 | -4.5 | -62.3 | -0.2 | 0.0 | -13.4 | 2.6 | 7.8
CNC(=O)N(O)C1N(/N=C/c2ccccc2OC)C(=S)SC1(C)C (configuration not stated) | 9.6 | 2.0 | -8.7 | -4.7 | 0.2 | 17.1 | 3.9 | 2.5 | 6.2
COCc1nc2ccccc2n1CCOc1ccccc1OC | 6.7 | 1.0 | -5.4 | 7.0 | -1.7 | 21.0 | -1.9 | -2.7 | -1.2
COc1cccc(NC(=S)N2CCCC2)c1 | -7.0 | 0.0 | -10.0 | 1.0 | 2.8 | 12.7 | -0.7 | -1.2 | 7.2
O=C(NCCCN1CCOCC1)c1c(O)c2ccccc2[nH]c1=O | -4.2 | 0.0 | -5.3 | -2.2 | 2.2 | 35.1 | -0.8 | 0.2 | 5.1
Cc1cc(C)nc(/N=C2\NC(=O)CC(C(=O)O)N2CCc2c[nH]c3ccccc23)n1 (configuration not stated) | 4.9 | 60.0* | 6.0 | 4.5 | 1.8 | 29.8 | -1.1 | -0.8 | -7.4
O=C(CSc1nc(-c2ccc(F)cc2)cc(C(F)(F)F)n1)NCc1ccco1 | 3.2 | 4.0 | 1.9 | 0.5 | -5.0 | -1.5 | 0.3 | 10.9 | -1.3
COc1ccc(-c2nc(SCc3ccccc3)n(C(=O)c3ccco3)n2)cc1 | 5.2 | 0.0 | 3.4 | 5.4 | -0.1 | 6.1 | -2.9 | 2.6 | -3.5
CC(C)(C)C(=O)Nc1ccc(N=Nc2ccccc2)cc1 | 11.1 | 0.0 | -5.3 | -0.2 | 3.7 | -0.4 | 1.0 | 0.9 | -1.8
CCCCOC(=O)c1ccc(NC(=O)c2cnc3n(c2=O)CCS3)cc1 | 7.2 | 0.0 | 6.3 | -10.7 | -0.5 | 11.9 | -0.2 | -0.6 | -2.6
Nc1nnc(N2CCc3ccccc32)s1 | 4.0 | 2.0 | -6.7 | -5.8 | 0.3 | 0.6 | -3.0 | 0.1 | 8.8
O=c1[nH]c(C2CCN(S(=O)(=O)c3ccc(C(F)(F)F)cc3)CC2)nc2c1nnn2Cc1ccccc1 | -4.1 | 3.0 | 25.0 | 8.8 | 1.2 | 4.7 | 1.8 | 2.3 | 1.9
NC(=O)c1cccnc1Oc1ccc(Cl)cc1 | 7.5 | 1.0 | 0.4 | 1.5 | -1.8 | 14.6 | -7.2 | -3.3 | -7.4
Cc1ccc2c(COC(=O)c3ccccc3OC(F)F)cc(=O)oc2c1 | 2.8 | 0.0 | 14.7 | 0.0 | 1.7 | -2.4 | -0.2 | 0.9 | 0.3
N#CC(c1nc2ccccc2nc1N1CCOCC1)S(=O)(=O)c1ccccc1 (configuration not stated) | -1.8 | 0.0 | 2.7 | . | 3.0 | 18.4 | -2.9 | -0.8 | -9.0
Cc1cc2c(cc1S(=O)(=O)N1CCN(c3ccc(Cl)cc3)CC1)OCCN2C | -3.2 | 0.0 | 1.9 | -0.3 | 2.0 | -0.3 | -1.4 | 0.7 | 2.6
COc1ccc(S(=O)(=O)N2CCCC(C(=O)N3CCN(C)CC3)C2)cc1Cl (configuration not stated) | 2.6 | 0.0 | -12.2 | 5.7 | -0.1 | -0.8 | -3.3 | 0.2 | 8.0
CC1CCc2cc(F)ccc2N1C(=O)C12CCC(C)(C(=O)O1)C2(C)C (configuration not stated) | -1.4 | 0.0 | -1.9 | 2.7 | 1.5 | -3.2 | -1.3 | -1.0 | 0.2
CCc1cccc(NS(=O)(=O)c2ccc3c(c2)NC(=O)CO3)c1 | -4.3 | 29.0 | -9.0 | 3.0 | 4.7 | -11.5 | 1.1 | 4.1 | 2.7
C=CCN(c1ccccc1)S(=O)(=O)c1cccc(C(=O)Nc2cccc(C)n2)c1 | 0.4 | 3.0 | -1.2 | 1.6 | 1.8 | 10.0 | 2.6 | 1.9 | -3.3

Brought forward from above: 3 compounds, then new ones.
SMILES | proCasp7 act | GRK2 aptamer HTS | core dimer inh | GASC-1 inh | PP5 inh | VLA-4 inh | PP1 counter | CTSL1 counter | proCasp3 act
CC1CCc2cc(F)ccc2N1C(=O)C12CCC(C)(C(=O)O1)C2(C)C (configuration not stated) | -1.4 | 0.0 | -1.9 | 2.7 | 1.5 | -3.2 | -1.3 | -1.0 | 0.2
CCc1cccc(NS(=O)(=O)c2ccc3c(c2)NC(=O)CO3)c1 | -4.3 | 29.0 | -9.0 | 3.0 | 4.7 | -11.5 | 1.1 | 4.1 | 2.7
C=CCN(c1ccccc1)S(=O)(=O)c1cccc(C(=O)Nc2cccc(C)n2)c1 | 0.4 | 3.0 | -1.2 | 1.6 | 1.8 | 10.0 | 2.6 | 1.9 | -3.3
O=C(CSc1nnc(COc2ccccc2)n1-c1ccccc1)c1ccccc1 | -2.0 | 4.0 | 17.2 | -12.5 | 1.4 | -5.1 | 1.1 | 3.5 | 2.8
CCOC(=O)C1CCCCN1Cc1cccc(Oc2ccccc2)c1 (configuration not stated) | 5.2 | 1.0 | 2.4 | -0.2 | 4.7 | -7.6 | 0.7 | -0.5 | 1.2
CCOc1ccccc1NC(=O)c1cccc(NC(=O)C2CCCC2)c1 | 1.6 | 0.0 | 5.5 | -1.9 | 1.2 | 4.0 | -3.4 | -0.3 | 7.0
COC(=O)CSc1nnc(-c2cccs2)n1-c1ccc(Cl)cc1 | 7.7 | 0.0 | 5.1 | 2.4 | 0.7 | 3.8 | -1.1 | 0.0 | 1.6
COc1cc(C(=O)OC(C)C(=O)N2CCCC2)cc2c1OCCO2 (configuration not stated) | 3.9 | 2.0 | . | . | -2.2 | -21.4 | -3.4 | . | -8.0
CCN(CC)CCCNC(=S)N1CCN(c2nc(-c3ccccc3)cs2)CC1 | 0.6 | 0.0 | -1.4 | 5.4 | -1.2 | 1.5 | -6.1 | -3.3 | 1.9
COc1ccc(CC(=O)N2CC3(C)CC2CC(C)(C)C3)cc1OC (configuration not stated) | 10.6 | 2.0 | -2.2 | 2.6 | 1.1 | 3.0 | -3.7 | -1.1 | 4.4
CC(NC(=S)NNS(=O)(=O)c1ccc(C(C)(C)C)cc1)c1ccccc1 (configuration not stated) | -17.4 | 0.0 | 3.5 | 3.3 | 0.6 | -16.1 | 5.0 | 11.3 | -1.9
Cc1csc(=O)n1CC(=O)OCC(=O)Nc1cc(S(=O)(=O)N2CCOCC2)ccc1Cl | 2.3 | 0.0 | 0.6 | 59.4 | 0.6 | 0.5 | -9.5 | -3.6 | -1.5
OCCN1CCN(c2cc(C(F)(F)F)nc3ccccc23)CC1 | -2.0 | 1.0 | 0.8 | -9.7 | -2.2 | 14.2 | -2.9 | 4.0 | -0.1
CCCCOC(=O)Cn1c(-c2ccccc2)nc2ccccc2c1=O | 10.5 | 10.0 | 2.9 | -3.1 | 0.7 | 6.9 | 0.5 | 1.8 | -6.9
O=C(N/N=C1/CC(c2ccccc2)Oc2ccccc21)C1CC1 (configuration not stated) | -2.7 | 0.0 | -3.6 | -5.4 | 1.2 | -25.3 | -3.4 | 3.2 | 1.2
O=C(NNC1=Nc2ccccc2SC1)c1cccc([N+](=O)[O-])c1 | 3.6 | 2.0 | -3.3 | 5.2 | 1.9 | 3.6 | -5.5 | -4.9 | 1.1
CC1CCCN(C(=O)CCc2nnc(-c3ccc4c(c3)OCO4)o2)C1 (configuration not stated) | 6.6 | 2.0 | -2.0 | -2.5 | 2.8 | -4.8 | -1.6 | -1.5 | 1.6
COc1ccccc1CCC(=O)OCC(=O)Nc1ccc(C(N)=O)cc1 | -3.0 | 0.0 | 4.6 | 8.6 | 4.5 | 5.0 | -1.1 | -29.0 | 3.3
